# Assay outcomes deposited in PubChem BioAssay by several laboratories.
# C8 TRAIL sens: viability loss with TRAIL in NB7+C8 cells, primary screen, TRAIL sensitizer project, cell-based, ATPlite luminescence. inhibition (viability loss, TRAIL sensitization), % at 10 µM. hit rate 1% among 360,000;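 active = compounds causing at least 50% loss of cell viability in the single-dose screen, relative to plate controls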
# NCOA2 inhibitor: inhibition of GAL4-SRC2 driven luciferase reporter, primary screen, SRC2 inhibitor project, cell-based, luminescence | Nuclear receptor coactivator 2 (Homo sapiens), Q15596 | inhibition, % at 9 µM | HEK293 GAL4-SRC2 luciferase reporter | hit rate 0.17% among 370,000 | AID 651957, 2012;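 active = inhibition above the mean inhibition of all tested compounds plus 3 SD, set per campaign, cut at about 52% in these data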;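 note: 0% = DMSO treated cells and 100% = cells given Gossypol at 36 µM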
# TROY NFkB inh: inhibitors of TROY-driven NF-kB signaling, primary screen, Q293 LMP1-TROYcd cells, NF-kB luciferase, uHTS; Q293 LMP1-TROYcd NF-kB luciferase reporter, 4 h; inhibition, % at 10 µM; hit rate 0.98% among 360,000;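 active = compounds whose plate-normalised and pattern-corrected inhibition of the luciferase reporter signal at the single screening dose is 50% or more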
# NOD2-RIPK2 inh: NOD2-RIPK2 binding disruptors in cells, primary screen, fluorescence, CHO cells, BLA complementation. Receptor-interacting serine/threonine-protein kinase 2 (Homo sapiens), O43353. hit rate 0.38% among 360,000. CCF4 ratio. inhibition, % at 4.98 µM; in the data active = inhibition above about 21%;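 note: 0% = vehicle only and 100% = reference blocker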
# Target sequence (O43353 whole entry, looked up): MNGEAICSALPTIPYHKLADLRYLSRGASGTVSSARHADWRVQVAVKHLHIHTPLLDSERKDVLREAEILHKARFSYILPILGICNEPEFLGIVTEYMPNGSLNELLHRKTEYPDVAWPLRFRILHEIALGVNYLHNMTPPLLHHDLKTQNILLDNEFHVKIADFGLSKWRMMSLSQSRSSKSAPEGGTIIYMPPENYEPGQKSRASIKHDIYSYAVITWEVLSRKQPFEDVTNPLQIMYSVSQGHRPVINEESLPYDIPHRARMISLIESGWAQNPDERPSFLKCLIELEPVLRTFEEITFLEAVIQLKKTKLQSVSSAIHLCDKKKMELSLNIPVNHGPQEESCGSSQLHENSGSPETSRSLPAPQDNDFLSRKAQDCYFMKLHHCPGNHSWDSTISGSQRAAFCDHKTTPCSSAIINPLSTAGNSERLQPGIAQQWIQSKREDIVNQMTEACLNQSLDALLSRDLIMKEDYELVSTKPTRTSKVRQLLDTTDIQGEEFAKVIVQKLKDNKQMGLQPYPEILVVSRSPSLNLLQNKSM
# NR5A2 inv ag: LRH-1 (NR5A2) inverse agonists, primary screen, cell-based, luminescence, HEK293T, StAR-luciferase reporter; Nuclear receptor subfamily 5 group A member 2 (Homo sapiens), O00482; LRH-1 transfected, 24 h; inhibition, % at 3.6 µM; hit rate 0.13% among 360,000; AID 602396, 2012;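 active = inhibition above the mean inhibition of all tested compounds plus 3 SD, cut at about 73% in these data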;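 note: 0% = DMSO wells and 100% = reporter-only cells lacking LRH-1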
# Target sequence (O00482 whole entry, looked up): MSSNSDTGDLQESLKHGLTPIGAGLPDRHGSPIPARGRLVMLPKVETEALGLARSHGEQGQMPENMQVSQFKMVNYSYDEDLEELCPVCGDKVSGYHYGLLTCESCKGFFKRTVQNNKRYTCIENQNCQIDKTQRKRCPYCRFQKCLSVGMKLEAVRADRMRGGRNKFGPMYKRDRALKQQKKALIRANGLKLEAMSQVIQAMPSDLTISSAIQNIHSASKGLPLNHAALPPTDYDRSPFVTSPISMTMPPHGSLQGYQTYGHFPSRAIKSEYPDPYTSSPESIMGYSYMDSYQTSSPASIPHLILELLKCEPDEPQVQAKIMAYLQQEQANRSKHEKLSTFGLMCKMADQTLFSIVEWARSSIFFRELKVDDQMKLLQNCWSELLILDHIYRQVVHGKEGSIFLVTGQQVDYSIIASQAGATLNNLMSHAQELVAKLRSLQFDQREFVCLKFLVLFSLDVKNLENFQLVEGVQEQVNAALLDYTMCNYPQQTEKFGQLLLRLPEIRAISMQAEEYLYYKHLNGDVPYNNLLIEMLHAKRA
# NCOA1 inh: SRC1 coactivator transcriptional activity inhibitors, primary screen, cell-based, luminescence. AID 588354, 2011. inhibition, % at 3.6 µM. HEK293 GAL4-SRC1 luciferase reporter. hit rate 0.12% among 360,000;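 active = inhibition above the campaign mean plus 3 SD, with each screening campaign given its own cutoff, cut at about 60% in these data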;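 note: 0% = DMSO treated cells and 100% = gossypol at 36 µM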
# SRC3 inh: SRC3 coactivator transcriptional activity inhibitors, primary screen, cell-based, luminescence. Nuclear receptor coactivator 3 (Homo sapiens), Q9Y6Q9. HEK293 GAL4-SRC3 luciferase reporter. inhibition, % at 3.6 µM. hit rate 0.17% among 360,000. AID 588352, 2011;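 active = inhibition above a per-campaign cutoff, the mean of all compounds plus 3 SD, cut at about 60% in these data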;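 note: 0% = DMSO-treated cells and 100% = gossypol-treated cells at 36 µM; higher means less SRC3-driven luciferase light from the GAL4 reporter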
# EBV LMP1 NFkB: EBV LMP1-driven NF-kappaB luciferase reporter inhibitors, primary screen, cell-based, luminescence, single point. hit rate 0.69% among 350,000. LMP1-induced NF-kappaB luciferase reporter cells. inhibition, % at 12.5 µM; in the data active = inhibition above about 41%;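 note: 0% = neutral control wells and 100% = reference inhibitor control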
# TLR9-MyD88 inh: inhibitors of TLR9-MyD88 association in cells, primary screen, cell-based, CHO, BLA complementation, fluorescence; Toll-like receptor 9 (Homo sapiens) + Myeloid differentiation primary response protein …; hit rate 0.21% among 340,000; AID 504734, 2011; inhibition, % at 4.98 µM; CCF4 FRET ratio;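 active = inhibition above the mean over all tested compounds plus 3 SD, cut at about 21% in these data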;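 note: 0% = DMSO only wells and 100% = clavulanate BLA inhibitor control wells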
# Vif inh: HIV Vif self-association inhibitors, primary screen, imaging, HEK293T, single point | HEK293T cells, Vif self-association by quenched fluorescence, 24 h | inhibition, % at 7.49 µM | hit rate 0.35% among 340,000 | AID 602346, 2012; in the data active = inhibition above about 50%, passing the limit was not always enough; note: some results filed as inactive read as strong as hits
# NR2F2 inh: NR2F2 transcriptional activity inhibitors, primary screen, cell-based, luciferase reporter, HEK293T, luminescence; COUP transcription factor 2 (Homo sapiens), P24468; HEK293T NGFI-A luciferase reporter; inhibition, % at 8.6 µM; hit rate 0.7% among 370,000;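 active = inhibition above a per-plate cutoff, mean inhibition of test wells between control levels plus 3 SD, cut at about 38% in these data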;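 note: cells cotransfected with COUP-TFII expression vector driving the NGFI-A reporter; 0% = median of COUP-TF2 test wells and 100% = reporter-only cells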
# * hit, by the source's call; · = no result given.
SMILES,C8 TRAIL sens,NCOA2 inhibitor,TROY NFkB inh,NOD2-RIPK2 inh,NR5A2 inv ag,NCOA1 inh,SRC3 inh,EBV LMP1 NFkB,TLR9-MyD88 inh,Vif inh,NR2F2 inh
OC(COc1ccccc1)CN1CCN(C(c2ccccc2)c2ccccc2)CC1 (centres undefined),2,0,10,2,11,-3,11,-5,0,-2,17
Cc1cccc(N(C)C(=O)CN(C)S(=O)(=O)c2ccc3c(c2)c(=O)n(C)c(=O)n3C)c1,-14,-7,-1,-10,-11,-3,-26,1,-19,8,4
CC1(C)C[C@@H]2C[C@@](C)(CN2C(=O)c2ccccc2)C1,-7,16,21,-20,-5,-18,12,11,-2,-8,-5
Nc1n[nH]c(=S)n1-c1ccc(Cl)cc1,12,-22,-3,6,-6,-11,10,5,2,14,-4
COc1ccc(NS(=O)(=O)c2ccc(NC(C)=O)cc2)cc1OC,-9,14,5,-6,27,12,23,4,7,-17,18
CC(C(=O)NC1CCCCC1)N1C(=O)c2cccc3cccc1c23 (centres undefined),15,14,12,0,3,4,11,-10,10,4,3
O=C(Cc1cccs1)Nc1nnc(CCc2ccccc2)s1,-10,-5,-15,-9,-18,-9,-6,6,-11,-5,-2
N#CCC1c2ccccc2CCN1C(=O)Nc1ccc(Cl)cc1 (centres undefined),-1,-14,-17,6,-19,8,12,-12,-1,·,6
CCOc1ccc(S(=O)(=O)NC(C)C(=O)NCc2ccccn2)cc1 (centres undefined),9,-18,7,-14,0,-1,-5,-7,3,-2,1
Cc1sc2ncnc(NCC(C)(C)N3CCOCC3)c2c1C,21,18,10,-19,29,3,10,-6,6,3,43*
CC(C)C(NS(=O)(=O)c1c(Cl)cccc1Cl)C(=O)OCC(=O)c1c[nH]c2ccccc12 (centres undefined),20,-9,27,1,18,12,-1,-13,3,-4,0
c1ccc(COc2cncc(-c3cccnc3)c2)cc1,-6,5,-32,-13,-12,-3,5,-3,0,6,-8
CC(C)c1ccc(OCC(=O)Nc2ccc3oc(=O)ccc3c2)cc1,19,6,25,-9,-5,15,6,-2,-11,3,-14
COc1ccc(C2=NN(C(=O)c3ccc(Cl)c([N+](=O)[O-])c3)C(c3ccccc3)C2)cc1 (centres undefined),15,-11,-9,-7,-4,-4,4,5,1,-3,-8
COc1ccc(NC(=O)CN(C)C(=O)c2c(C)nn(Cc3ccccc3)c2C)cc1,16,-3,4,-7,8,-3,3,0,4,-5,-28

# Structures from the list above that contain a thiophene ring, fused or not:
SMILES,C8 TRAIL sens,NCOA2 inhibitor,TROY NFkB inh,NOD2-RIPK2 inh,NR5A2 inv ag,NCOA1 inh,SRC3 inh,EBV LMP1 NFkB,TLR9-MyD88 inh,Vif inh,NR2F2 inh
O=C(Cc1cccs1)Nc1nnc(CCc2ccccc2)s1,-10,-5,-15,-9,-18,-9,-6,6,-11,-5,-2
Cc1sc2ncnc(NCC(C)(C)N3CCOCC3)c2c1C,21,18,10,-19,29,3,10,-6,6,3,43*

# (continued)
SMILES,C8 TRAIL sens,NCOA2 inhibitor,TROY NFkB inh,NOD2-RIPK2 inh,NR5A2 inv ag,NCOA1 inh,SRC3 inh,EBV LMP1 NFkB,TLR9-MyD88 inh,Vif inh,NR2F2 inh
C[C@H](NC(=O)c1nc[nH]c1C(=O)N[C@@H](C)C(=O)OCc1ccccc1)C(=O)OCc1ccccc1,-8,-10,4,-17,-5,6,-3,5,-3,68*,10
COCCn1c(-c2ccc(Cl)cc2Cl)nc2c(c(=O)c3ccccc3n2C)c1=O,-23,-16,24,-5,-6,16,9,34,3,11,-14
COC(=O)c1cccn(CC(=O)c2ccc(Cl)cc2Cl)c1=O,2,-2,-44,-4,6,-14,-10,-1,6,2,-1
O=C(NCC1CCCO1)c1cc([N+](=O)[O-])ccc1N1CCC(Cc2ccccc2)CC1 (centres undefined),-6,3,1,6,19,8,27,3,1,18,2
Cc1cc(NC(=O)C2(C)CCN2C(C)C)c2ccccc2n1 (centres undefined),-4,9,-2,-2,19,9,9,·,·,9,12
Cc1ccccc1N1C(=O)C(Cc2ccc(F)cc2)S/C1=C(\C#N)C(N)=O (centres undefined),-9,1,-6,0,5,-14,10,·,·,-2,-1
COc1ccc(Cn2nnnc2C(c2ccc(N(C)C)cc2)N2CCC(C(N)=O)CC2)cc1 (centres undefined),-2,-3,-6,-10,-6,-16,2,4,3,1,0
Cc1c(NC(=O)c2ccc(CC(C)C)o2)c(=O)n(-c2ccccc2)n1C,7,4,-22,-10,-5,6,11,0,-2,-9,-19
CS(=O)(=O)N(CC(N)=O)c1ccc(F)c(Cl)c1,-1,-13,0,3,-1,-12,16,-7,-4,-5,2
O=C(Nc1ccccc1N1CCOCC1)c1cccc(F)c1,-7,11,-10,12,-3,-4,4,2,-8,-5,-5
COc1ccc(NCc2nnc(SCC(=O)N3CCCc4ccccc43)n2C)cc1,-1,-25,-36,-9,10,-18,-4,-3,-1,-1,5
Cc1n[nH]c(=O)nc1NCc1ccccc1,-5,-30,-2,5,9,10,6,-5,2,0,-4
O=c1[nH]n2c(=O)c3c([nH]c2c1N=Nc1ccccc1)CCC3,-2,1,-4,-9,20,-12,-2,7,-6,-4,-8
CCCCCOc1ccc(C(=O)CCC(=O)NC(C)c2ccc(S(N)(=O)=O)cc2)cc1 (centres undefined),16,33,5,-1,-35,4,-3,1,-10,-9,-3
Oc1cc2c(cc1O)[C@@H](c1ccccc1)CNCC2,-7,-2,10,-3,16,13,-11,0,1,-1,-14
c1ccc(-c2ccnc3nc(-n4cccc4)nn23)cc1,-13,-11,22,2,16,4,5,4,-2,-3,-11
COc1ccccc1OCCSc1nnnn1C1CCCCC1,1,-34,-65,-9,-36,-59,-28,-20,10,-7,-21
CCCn1c(-c2ccc(F)cc2)cnc1SCC(=O)O,-7,3,11,0,-9,5,4,-3,-5,6,6
O=C(c1ccc(S(=O)(=O)N2CCCC2)cc1)N1CCN(c2cccc(Cl)c2)CC1,-9,15,-13,-6,-12,0,-16,0,3,-12,-12
Cc1nc(N2CCC(C)CC2)c(C#N)c(C)c1[N+](=O)[O-],6,4,-14,-3,-8,5,3,-6,-15,-3,-10
CCOC(=O)C1CCN(c2c(NCc3ccc(C(=O)N(C)Cc4ccccc4)cc3)c(=O)c2=O)CC1,0,-6,-7,-9,-1,-18,8,3,-4,8,1
CC(=O)OC1COC(n2ccc3ccccc32)C(OC(C)=O)C1OC(C)=O (centres undefined),-5,7,-2,5,-1,3,0,3,3,41,8
CC1CCC(NC(=O)c2nn(C)c3c2CS(=O)(=O)c2ccccc2-3)CC1 (centres undefined),-11,-12,-6,-13,16,-3,-5,1,-11,1,0
CCCCN(CC)C(=O)Cc1cn(C)c2ccccc12,-12,-15,-21,-7,-4,-2,4,1,1,-3,-5
O=C1NC(=O)/C(=C\c2cn(CC(=O)N3CCOCC3)c3ccccc23)S1,4,-33,8,-1,23,2,16,6,-3,5,5
COc1cccc(CNC(=O)Cc2csc(NC(=O)Nc3ccccc3OC)n2)c1,2,13,-14,-8,4,5,14,5,-3,-2,17
c1ccc2[nH]c(N3CCOCC3)nc2c1,-13,-2,0,-8,5,-4,-1,3,6,2,-2
COc1cccc(CNc2ccc3c(c2)CCC3)c1,1,-1,44,0,-34,-8,-10,-6,-1,60*,-11
O=C(c1cc(Cl)nc2ccccc12)N1CCN(S(=O)(=O)c2cccc(C(F)(F)F)c2)CC1,-12,-6,3,-4,22,1,20,-4,-2,-2,21
Cc1ccc(CNc2cc(C(=O)O)ccc2Cl)s1,0,18,-8,-5,-7,3,2,2,-7,4,-8

# Already shown: entries from further up.
SMILES,C8 TRAIL sens,NCOA2 inhibitor,TROY NFkB inh,NOD2-RIPK2 inh,NR5A2 inv ag,NCOA1 inh,SRC3 inh,EBV LMP1 NFkB,TLR9-MyD88 inh,Vif inh,NR2F2 inh
OC(COc1ccccc1)CN1CCN(C(c2ccccc2)c2ccccc2)CC1 (centres undefined),2,0,10,2,11,-3,11,-5,0,-2,17
Cc1cccc(N(C)C(=O)CN(C)S(=O)(=O)c2ccc3c(c2)c(=O)n(C)c(=O)n3C)c1,-14,-7,-1,-10,-11,-3,-26,1,-19,8,4

# Other entries:
SMILES,C8 TRAIL sens,NCOA2 inhibitor,TROY NFkB inh,NOD2-RIPK2 inh,NR5A2 inv ag,NCOA1 inh,SRC3 inh,EBV LMP1 NFkB,TLR9-MyD88 inh,Vif inh,NR2F2 inh
CC(C)C1NCCc2c1sc1ccccc21 (centres undefined),6,4,1,-2,28,2,16,-1,-3,-6,0
CCN1CCN(CC(=O)Nc2ccccc2)C(=O)C1=O,-5,-5,-3,-2,1,10,-16,8,-2,8,1
Cc1nc2oc3ccc(Cl)cc3c(=O)c2cc1C(=O)O,14,-32,-5,4,-33,-8,-20,4,1,1,-19
Fc1cccc(F)c1-n1c(CN2CCCC2)csc1=S,3,-22,-1,-6,-8,14,3,-4,4,-16,-2
CN1CCN(CCc2nc3cc(NC(=O)COc4ccc(Cl)cc4)ccc3n2C)CC1,2,-15,8,-3,0,1,5,14,-16,-1,-12
OCCc1c[nH]c2ccc(OCc3ccccc3)cc12,12,-9,-17,6,-1,-4,-19,-10,1,-1,14
CC1CN(S(=O)(=O)c2cccc(C(=O)Nc3ccccc3N3CCCCC3)c2)CC(C)O1 (centres undefined),3,29,-6,-4,-27,-3,1,9,-9,-6,23
COc1ccc(OC)c(S(=O)(=O)N(C)CC(=O)N2CCN(c3ccccc3)CC2)c1,-6,-9,12,3,2,0,4,-2,7,7,3
CCC(C)Nc1nc(-c2ccc3c(c2)NC(=O)CO3)cs1 (centres undefined),-15,-17,3,-5,-21,-26,8,-4,2,2,-6
COc1ccc(NC(=O)CN2C(=O)CC(C)S(=O)(=O)c3ccccc32)cc1 (centres undefined),5,-33,-10,5,-2,-14,14,-3,-3,-1,-5
Cc1cc(C)c(NC(=S)NC(=O)c2ccccc2)cc1C,7,-1,-57,-7,-20,-78,-50,-24,-1,2,-16

# Ordered by length of the SMILES (largest number first): 3 of the compounds above.
SMILES,C8 TRAIL sens,NCOA2 inhibitor,TROY NFkB inh,NOD2-RIPK2 inh,NR5A2 inv ag,NCOA1 inh,SRC3 inh,EBV LMP1 NFkB,TLR9-MyD88 inh,Vif inh,NR2F2 inh
CN1CCN(CCc2nc3cc(NC(=O)COc4ccc(Cl)cc4)ccc3n2C)CC1,2,-15,8,-3,0,1,5,14,-16,-1,-12
Cc1cc(C)c(NC(=S)NC(=O)c2ccccc2)cc1C,7,-1,-57,-7,-20,-78,-50,-24,-1,2,-16
CCN1CCN(CC(=O)Nc2ccccc2)C(=O)C1=O,-5,-5,-3,-2,1,10,-16,8,-2,8,1

# A portion of the library; rates above refer to the full screens.
